IMP-1 inhibitor = IMP-1 metallo-beta-lactamase inhibitors, primary screen, biochemical, epi-absorbance readout, Pseudomonas aeruginosa enzyme. metallo-beta-lactamase IMP-1 (Pseudomonas aeruginosa). inhibition, % at 5.6 µM. 290,000 tested, 0.45% active. purified IMP-1, nitrocefin hydrolysis, epi-absorbance fluorescence;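 active = inhibition above the mean plus 3 SD of all compounds in the same screening run, cut at about 4.5% in these data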;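 note: 0% = IMP-1 with DMSO and 100% = DMSO wells lacking enzyme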
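System: purified IMP-1; amount: IMP-1 0.2 nM before substrate addition; compound: single dose, 5.6 µM; times: 25 °C, 15 min preincubation, 25 min reaction; signal: Epi-absorbance via hydrolysed-nitrocefin quenching of white-plate fluorescence, 480/530 nm, EDTA stop; benchmarks: DMSO with and without IMP-1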
SUMO HTRF inh = inhibitors of in vitro SUMOylation cascade, primary screen, biochemical, HTRF, uHTS. SUMO-conjugating enzyme UBC9 (Homo sapiens), P63279. HTRF SUMOylation assay, SAE1/SAE2 + UBC9. inhibition, % at 35 µM. 290,000 tested, 0.36% active. AID 2006, 2009; in the data active = inhibition above about 50%, passing the limit was not always enough; note: strong numbers were not always called active
Target sequence (P63279 whole entry, looked up): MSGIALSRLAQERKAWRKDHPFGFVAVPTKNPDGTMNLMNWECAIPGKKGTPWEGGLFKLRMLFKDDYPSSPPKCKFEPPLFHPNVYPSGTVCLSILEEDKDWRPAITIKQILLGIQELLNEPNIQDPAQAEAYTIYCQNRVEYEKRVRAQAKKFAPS
NS3 helicase inh = inhibitors of HCV NS3 helicase, primary screen, biochemical, Cy5 molecular beacon fluorescence; Hepatitis C virus NS3 helicase; NS3 helicase DNA unwinding; inhibition, % at 10.9 µM; 290,000 tested, 0.56% active; AID 1800, 2009;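 active = inhibition above the mean of all tested compounds plus 3 SD, set per campaign, cut at about 35% in these data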;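 note: 0% = DMSO wells and 100% = thioflavine S control wells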
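Measured by: Cy5 fluorescence, 0 and 60 min reads / Assay system: NS3 helicase fragment of HCV / Control set: low DMSO, high thioflavine S at 110 µM / Times: 1 h reaction at 25 °C, ATP-initiated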
GalR3 antag = GalR3 antagonists in HEK293 cells, primary screen, cell-based, fluorescence readout; inhibition, % at 3 µM; AID 651719, 2012; 360,000 tested, 0.44% active; Galanin receptor type 3 (Homo sapiens), O60755; HEK293 GalR3-CNG cAMP membrane potential fluorescence; galR3 body fused to GalR1 C-terminus;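 active = inhibition above the screen-wide average plus 3 SD, cut at about 13% in these data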;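 note: forskolin and galanin both at EC90 stimulate the cells; cAMP rise reported by CNG channel membrane potential dye signal; 0% = forskolin plus galanin with DMSO and 100% = forskolin alone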
Target sequence (O60755 1-299 limits assumed): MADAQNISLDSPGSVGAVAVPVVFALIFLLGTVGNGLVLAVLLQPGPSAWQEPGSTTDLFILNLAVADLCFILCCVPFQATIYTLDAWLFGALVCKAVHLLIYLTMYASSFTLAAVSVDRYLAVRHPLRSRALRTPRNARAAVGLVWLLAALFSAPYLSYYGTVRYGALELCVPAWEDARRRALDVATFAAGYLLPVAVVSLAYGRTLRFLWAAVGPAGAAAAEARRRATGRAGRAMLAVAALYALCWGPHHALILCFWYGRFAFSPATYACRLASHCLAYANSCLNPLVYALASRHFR
p-CIP stab down = p/CIP-EGFP fusion destabilizers, primary screen, fluorescence, F442A cells | AID 1984, 2009 | 16 h | decrease of EGFP signal, % at 10 µM | 290,000 tested, 0.01% active;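 active = EGFP signal decrease of at least 30% at 10 µM or well 3 SD below plate mean, unless failing retest; inactive = the rest, including hits failing retest or dose response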; note: some compounds called inactive have numbers as strong as hits; many of its hits are not listed in these tables
IDE act = human IDE activators in live cells, primary screen, fluorescence polarization, HEK cells, FAbeta-B substrate; Insulin-degrading enzyme (Homo sapiens), P14735; FAbeta-B cleavage; 0% vehicle, 100% cell-free pure enzyme wells; activation, % at 5.96 µM; 340,000 tested, 0.073% active; AID 493087, 2011;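 active = activation above the mean of all tested compounds plus 3 SD, set per screening campaign, cut at about 17% in these data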
IDE inh = human IDE inhibitors in live cells, primary screen, fluorescence polarization, HEK cells, FAbetaB substrate. Insulin-degrading enzyme (Homo sapiens), P14735. FAbetaB cleavage. inhibition, % at 5.59 µM. 320,000 tested, 0.41% active. AID 434962, 2010;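 active = percent inhibition above the average of all tested compounds plus 3 SD, set per screening campaign, cut at about 16% in these data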;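 note: IDE supplied by intact live HEK cells; FP after avidin binding of uncleaved biotin substrate so inhibition keeps polarization high; 0% = DMSO wells and 100% = 60 µM reference IDE inhibitor Ii1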
CRFR2-BP antag = antagonists of CRF-BP/CRF-R2 complex, primary screen, cell-based, HEK293, calcium dye fluorescence, uHTS. inhibition, % at 11.8 µM. 350,000 tested, 0.59% active. CRF-induced calcium fluorescence;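 active = inhibition of the ligand-induced calcium signal above about 50% at the single tested concentration, limit read from the data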
VIM-2 inhibitor = VIM-2 metallo-beta-lactamase inhibitors, primary screen, biochemical, epi-absorbance readout, Pseudomonas aeruginosa enzyme | purified VIM-2, nitrocefin hydrolysis, epi-absorbance fluorescence | 290,000 tested, 0.89% active | inhibition, % at 5.6 µM;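 active = inhibition above the mean of all tested compounds plus 3 SD, cutoff set per screening run, cut at about 7.5% in these data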;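 note: red hydrolysis product quenches plate fluorescence so inhibitors raise well fluorescence; 0% = enzyme with DMSO and 100% = DMSO without enzyme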
Active calls of the source: *; . = not tested or not shown.

Order of values – SUMO HTRF inh	IMP-1 inhibitor	GalR3 antag	VIM-2 inhibitor	NS3 helicase inh	IDE inh	p-CIP stab down	CRFR2-BP antag	IDE act
- O=C(COC(=O)c1ccccc1NCCO)Nc1cc(C(F)(F)F)ccc1N1CCOCC1
→ 10	-1.8	-1	0.5	-31	-4	-21	-8	2
- COc1ccc(-c2csc(NC(=O)C3COc4ccccc4O3)n2)cc1OC (stereo not given)
→ -19	0.8	.	1.9	2	1	1	-21	-7
- O=C(NC(=S)N1CCCCCC1)c1ccccc1Cl
→ -8	-2.9	-8	-1.4	-8	5	3	-4	6
- O=C(NC1CCCC1)C(c1ccccn1)N(C(=O)c1csnn1)c1ccc(F)cc1 (stereo not given)
→ 8	-3.2	-9	-3.9	-2	5	3	4	-2
- CCOC(=O)c1cnc(SCC(=O)Nc2nc(C)c(C)s2)nc1N
→ 2	-2.6	-4	-2.6	2	14	-5	4	1
- CCN=C1S/C(=C/c2ccc(-c3ccc(F)cc3)o2)C(=O)N1CC
→ 10	-3.2	-6	-1.7	9	-3	-13	0	0
- COc1ccc(-c2n[nH]c(=S)n2Cc2ccccc2)cc1
→ 0	-2.2	-9	9.2*	-5	1	-10	2	-6
- Cc1ccccc1C(=O)Nc1ccnn1C1CCN(Cc2ccc(CO)o2)CC1
→ 2	-3.4	-6	-1.4	0	4	7	-14	5
- Cn1cc(/C=N/Nc2ccccc2)c2ccccc21
→ 15	-1.0	-6	0.2	6	0	22	-7	8
- CCN1CCN(CCNC(=O)Cn2c(=O)c3cccn3c3ccc(F)cc32)CC1
→ 4	-1.5	-6	-3.1	1	2	-2	10	1
- Cc1ccc(CNC(=O)CN(c2ccc(C)cc2)S(=O)(=O)c2c(C)n[nH]c2C)cc1
→ 1	0.1	-8	-0.2	6	1	1	32	3
- CCO[C@H]1OC(C(=O)NCc2ccccc2)=C[C@@H](C2CC2)[C@@H]1CCCO
→ -7	-2.3	-5	-3.1	6	-7	-5	3	1
- CC(C)c1ccc(C2c3[nH]c4ccccc4c3C[C@H]3C(=O)N(c4ccccc4C(=O)N4CCC[C@H]4C(=O)O)C(=O)N23)cc1 (stereo not given in full)
→ 25	-2.8	-6	-2.0	-38	-8	4	6	-4
- CCC(=O)N1CCN(c2ccc(Cl)cc2NC(=O)c2ccc([N+](=O)[O-])o2)CC1
→ 10	-3.1	-4	-0.9	9	-5	-11	-2	4
- COc1ccc(-c2cc(CC3(C(=O)O)CCN(C(=O)OC(C)(C)C)CC3)on2)c(OC)c1
→ 15	-3.6	-4	-0.4	16	-3	-6	-9	3
- CC(=O)NCC1COc2ccccc2O1 (stereo not given)
→ 11	-1.5	-5	-1.8	-5	-2	8	1	9
- COc1ccc(/C(N)=N/OC(=O)Cc2ccccc2)cc1
→ -17	0.2	-5	-1.3	-9	-3	1	-9	3
- CCN(CC)c1ccc(/C=N/NC(=O)c2ccc3c(c2)OCCO3)cc1
→ 7	-1.5	-1	-2.8	3	.	9	-10	-2
- Fc1ccc2cc(-c3ccsc3)ncc2c1
→ .	.	-3	.	.	-1	.	4	2
- O=C(COc1ccccc1)Nc1ccc2c(c1)nc1n2CCOC1
→ 3	-5.0	-6	-4.3	7	-1	-3	1	0
- O=S(=O)(Nc1ccc(-c2cnco2)cc1)c1ccccc1
→ 12	-4.0	-7	-2.4	0	6	-8	-2	1
- CN=c1scc(C)n1/N=C/c1ccc(O)c(O)c1O
→ 6	-0.1	-5	0.1	8	7	-17	-7	-5
- O=C(/C=C/c1ccc(F)cc1)c1ccccc1Br
→ -2	-2.0	0	-0.7	4	-3	-14	-13	-2
- COc1ccc(C(=O)Nc2cccc(S(=O)(=O)NC3=NCCC3)c2)cc1OC
→ .	.	-2	.	.	-1	.	3	3
- Cc1ccc(S(=O)(=O)N2CCN(C(=O)CSC3CCCC3)CC2)c(C)c1
→ 0	-2.7	-6	-2.2	-3	9	-10	-1	5
- CCOC(=O)C1CCCN(C(=O)Nc2ccccc2)C1 (stereo not given)
→ -3	-1.9	-4	-3.3	-3	0	8	-4	5
- O=C(CSc1nnnn1-c1ccccc1)c1ccc(O)cc1O
→ 26	-2.1	-4	0.0	6	5	-13	23	7
- CC1CCN(S(=O)(=O)c2ccc(NC(=O)CCN3C(=O)c4ccccc4C3=O)cc2)CC1
→ -6	0.0	.	-2.8	12	5	1	-63	7
- COc1ccccc1NC(=O)Nc1nc2ccc(S(N)(=O)=O)cc2s1
→ -6	-3.8	-8	-0.6	-34	5	-20	-18	-1
- Cc1ccccc1C(=O)Nc1ccc(N2CCN(C)CC2)nc1
→ 7	-4.0	-3	-4.7	-1	1	-3	1	8
- COc1cc(C=O)ccc1OCC(=O)N1CCCC1
→ 33	-4.2	-3	-2.2	0	5	2	10	-2
- C#CCOCCOCCOCCNc1nc(N2CCN(C(=O)[C@H](CCCCN)n3cc([C@@H](N)CC(C)C)nn3)CC2)nc(N2CCN(C(=O)[C@H](Cc3cc4ccccc4[nH]3)n3cc([C@@H](N)Cc4ccc(O)cc4)nn3)CC2)n1
→ -1	-2.2	.	0.1	-44	3	9	6	4
- CN(C)/C=N/C(=S)Nc1ccccc1Cl
→ -1	-1.4	-4	-0.1	11	-8	14	4	4
- Cn1c(SCc2nnc(-c3ccccc3)o2)nc2ccccc21
→ 8	-4.2	7	-3.1	-1	5	7	6	2
- Cc1ccc(C(=O)NNC(=O)c2cc3cc4ccccc4nc3s2)cc1
→ 20	-1.1	-1	-2.8	-9	4	2	11	-3
- CCOc1ccc(NC(=O)CSc2n[nH]c(N)n2)c([N+](=O)[O-])c1
→ -2	-2.5	0	-1.2	0	6	0	5	1
- Cc1cc([N+](=O)[O-])c(C(C)(C)C)cc1N
→ 9	-4.2	0	-5.1	0	-2	-5	-2	8
- CCCN1CNC(=S)N(c2cccc(C)c2C)C1
→ -17	-0.2	-3	0.4	-1	-3	6	8	3
- Cn1c(-c2ccccc2)cc(=O)c2ccccc21
→ -2	-1.9	-2	-2.6	4	0	13	10	3
- CCOC(=O)CCSCC(=O)Nc1nnc(C)s1
→ -8	-2.2	.	-1.8	-9	-1	-6	-8	4
- COc1ccc(S(=O)(=O)Nc2ccccc2N2CCOCC2)cc1OC
→ .	.	-9	.	.	-7	.	5	2
- COCCN1C(=O)C(O)=C(C(=O)c2cccs2)C1c1ccccc1 (stereo not given)
→ 18	-2.0	-2	-1.0	6	-2	7	-2	-4
- O=C(CNc1ccc2ccccc2c1)N/N=C/c1ccc(C(=O)O)cc1
→ 19	-2.9	9	-2.2	1	3	-42	-9	4
- CCCCN(CCCC)C(=O)C1CC=CCC1C(=O)O (stereo not given)
→ 2	-2.3	-7	-1.4	-14	4	-8	27	6
- O=C(Nc1ccc2c(c1)OCO2)O[C@@H]1C[C@H]2CCC(=O)N3CC[C@@H](C1)[C@@H]23
→ 4	-2.9	0	-1.5	11	-1	-14	-4	2
- CC(=O)Nc1ccccc1OCc1nnc(-c2ccc(Cl)cc2)o1
→ -7	-1.6	0	-4.3	21	-1	-6	-2	-2
- CCOc1ccc(CN2C(=O)c3ccccc3C2=O)cc1C(=O)NC1CC(C)(C)NC(C)(C)C1
→ .	.	-5	.	.	-1	.	-7	-1
- O=C(COc1ccccc1)Nc1ccccc1Oc1ccccc1
→ -15	-3.4	-2	-5.0	1	9	1	-6	5
- Cc1ccsc1/C=N/n1c(-c2ccncc2)n[nH]c1=S
→ -6	-1.6	-2	-4.5	3	0	0	7	-4
- C=CCn1c(SCc2ccccc2)nc2scc(-c3ccc(C)o3)c2c1=O
→ 2	-2.7	-7	-4.3	1	3	-12	2	2
- COc1ccc(-n2c(O)c(C=NCc3ccccn3)c3ccccc3c2=O)c(OC)c1
→ 15	-4.5	-5	-3.3	-3	11	-12	-7	6
- COc1ccccc1N1CCN(C(=O)c2cn(Cc3ccccc3)nc2-c2cccnc2)CC1
→ .	.	2	.	.	-3	.	-9	4
- C#Cc1cccc(C(=O)N2CCCC(C(=O)c3ccc(OC)cc3C)C2)c1 (stereo not given)
→ 2	-3.3	-3	-5.0	-1	4	6	-1	8
- CCC(NC(=O)C1CCCO1)c1ccccc1 (stereo not given)
→ 2	0.8	-6	-0.3	5	0	6	31	5
- CCC(Cc1ccccc1)NC(=O)c1cc(S(=O)(=O)N2CCCCC2)c[nH]1 (stereo not given)
→ 7	-2.9	5	-3.5	-11	0	-14	-1	-4
- CC(Sc1ccc(S(=O)(=O)N(C)C)cn1)C(=O)NC1CCCC1 (stereo not given)
→ .	.	-1	.	.	0	.	2	1
- CN(CCOc1ccccc1)CC(=O)Nc1ccc(Cl)cc1[N+](=O)[O-]
→ -14	-3.0	2	-3.2	-2	3	13	-20	8
- O=C1CSc2ccccc2N1Cc1ccccc1F
→ 19	-2.8	-5	-2.8	1	-4	-18	2	2
- Cc1ccc(S(=O)(=O)N(C)C)cc1NC(=S)Nc1ccc2[nH]c(=O)[nH]c2c1
→ 3	-3.2	-6	-1.7	-3	-10	2	-1	-1
- Cc1cc(NC(=O)CSc2nnc(-c3cccc(F)c3)n2N)no1
→ .	.	-3	.	.	-4	.	-7	2

(list continues)
Order of values – SUMO HTRF inh	IMP-1 inhibitor	GalR3 antag	VIM-2 inhibitor	NS3 helicase inh	IDE inh	p-CIP stab down	CRFR2-BP antag	IDE act
- COc1ccc(-c2ccc(SCC(=O)Nc3nccs3)nn2)cc1OC
→ 15	-0.5	-3	-0.5	-4	3	-9	6	3
- O=C(Cc1cccs1)NCCS(=O)(=O)N1CCN(c2ccccc2F)CC1
→ .	.	-3	.	.	-2	.	6	5
- CC1(C)Cc2c(C#N)c(NC3CCCCC3)nc(-c3ccco3)c2CO1
→ 5	-1.1	.	-2.6	13	2	8	.	1
- Cc1ccc(-n2c(SCn3nnc4ccccc4c3=O)nnc2-c2cccnc2)c(C)c1
→ 16	-3.3	-3	-1.4	-8	-1	-5	2	-3
- CC1CCN(S(=O)(=O)c2ccc3ncn(CC(=O)N(C)C4CCCCC4)c(=O)c3c2)CC1
→ 23	-2.9	-1	-1.7	6	-5	0	-25	6
- CCCCOc1ccc(C(=O)N/C(=C/C=C/c2ccccc2)C(=O)N2CCOCC2)cc1
→ -16	-1.0	-2	1.2	-6	-1	-3	-2	-4
- CC(C)CCNC1=NCCCCC1
→ 0	-2.3	-4	-2.9	-3	1	-14	-18	5
- CCCCCCCCCC(=O)NNC(=O)c1c(O)c2ccccc2n(CCC)c1=O
→ -22	-0.5	-3	0.3	4	-4	-3	-34	4
- O=C(O)c1cn2c3c(ccc(Cl)c3c1=O)OCC2
→ 14	-1.6	-7	1.9	4	3	2	17	3

Compound activity as filed in PubChem BioAssay.
